GLS inhibitor – glutaminase GLS (human) inhibition | Potency, µM (highest dose often 45.5 µM), inactives show at the highest dose activity change, negative = inhibition, usual class: inhibitors | GLS enzymatic activity, qHTS titration | O94925 | actives 0.21% (n = 410,000) | AID 624170; note: potency is the fitted concentration of half-maximal effect; % is set by controls: 0 for no effect and ±100 for the full control effect
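Read-out is an Amplex red fluorescence increase coupled through glutamate oxidase and HRP, measured before and after 30 min room-temperature incubation. hKGA is in 45 mM KH2PO4 (pH 8.2) with 0.02% Tween-20; glutamine added as 1mM solution.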
Pin1 inh – blocks the human prolyl isomerase Pin1; Q13526; Pin1 FP peptide displacement, HiFluor488, 10 min; Potency, µM (top dose mostly 115 µM), for inactives: top-dose activity, negative = inhibition, hits mostly inhibitors; actives 0.009% (n = 390,000); active = well fitted inhibition curve with a large enough effect in the polarisation, with a control signal flat, not every such curve was filed as active; inconclusive = small, poorly fitted or top-dose-only effect, or effect the other way, or a change in a side signal; inactive = no such curve, though single readings can be large or run the other way; the % refers to the polarisation; note: potency is the fitted concentration of half-maximal effect; % is set by controls: 0 for no effect and ±100 for the full control effect
IDH1 R132H inh – human IDH1 R132H inhibition; O75874; IDH1-R132H enzyme, NADPH consumption, diaphorase/resazurin fluorescence; Potency, µM (series often up to 76.6 µM), for the others: at the top dose activity change, negative = inhibition, actives largely listed as inhibitors; actives 0.093% (n = 390,000); note: potency is the fitted concentration of half-maximal effect; % is set by controls: 0 for no effect and ±100 for the full control effect; nearly all actives have a fitted effect of over 65% in size
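IDH1-R132H (0.5 ug/mL) preincubated 30 min with compound, then NADPH (0.016 mM) and alpha-KG (2 mM) added; 80 min at RT, pH 7.5. Remaining NADPH coupled via diaphorase/resazurin to fluorescence (540/590 nm); concentration-response curves normalized to no-enzyme control.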
TrxR1 substrate – rat thioredoxin reductase 1 substrate activity; actives 0.01% (n = 390,000); O89049; purified TrxR1 substrate turnover, NADPH consumption readout; Potency, µM (series often up to 114 µM), inactives show at the highest dose activity change, negative = substrate turnover; note: potency is the fitted concentration of half-maximal effect; % is set by controls: 0 for no effect and ±100 for the full control effect; nearly all actives have a fitted effect of over 50% in size
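Rat TrxR1, dispensed at 90 nM, was prereduced with 400 uM NADPH (final) for 5 min at ~22 deg C, then incubated with compound 15 min before 400 uM selenite. A first-read NADPH fluorescence drop versus no-compound background flagged substrates.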
PI4K2A inh – PI4K2A (human) kinase inhibition. AID 1346378. purified PI4K2A, ADP-Glo luminescence, 1 h; active compounds read low. Q9BTU6. actives 0.13% (n = 420,000). activity change, negative = inhibition, % at 76.9 µM; in the data active = activity change below about -50%; inconclusive = mostly about -30% to -49%;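 note: -100% = wells without enzyme as full effect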
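PI4K2A activity was measured by ADP-Glo luminescence: enzyme (4 ug/mL stock) and phosphatidylinositol (1.2 mM stock) in Tris pH 7.5/MgCl2/EGTA/Triton X-100 buffer were reacted with ATP (300 microM stock) for one hour at ambient temperature.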
Tb PGK inh – blocks T. brucei phosphoglycerate kinase. Potency, µM (series often up to 57.5 µM), for inactives: at the highest dose activity change, negative = inhibition, most hits filed as inhibitors. actives 0.043% (n = 380,000). AID 602233. PGK/GAPDH coupled, Kinase-Glo luminescence, 60 min; note: potency is the fitted concentration of half-maximal effect; % is set by controls: 0 for no effect and ±100 for the full control effect; nearly all actives have a fitted effect of over 60% in size
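Recombinant glycosomal PGK reaction used 1,3-bisphosphoglycerate generated in-well by GAPDH (100nM final) in 100mM TEA pH 7.6, 5mM MgCl2, 0.01% Tween-20. After 60 minutes at room temperature, ATP was read by Kinase-Glo Plus luminescence end-point.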
TrxR1 inh – blocks rat thioredoxin reductase 1; recombinant rTrxR1, NADPH fluorescence consumption, selenite substrate; actives 1% (n = 390,000); Potency, µM (series often up to 114 µM), without a hit: top-dose activity change, negative = inhibition, actives largely listed as inhibitors; note: potency is the fitted concentration of half-maximal effect; % is set by controls: 0 for no effect and ±100 for the full control effect; nearly all actives have a fitted effect of over 65% in size
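Rat TrxR1 (90 nM in the dispensed reagent) was pre-reduced with 400 uM NADPH for 5 min at room temperature, then incubated with compound for 15 min. After 400 uM selenite was added, NADPH fluorescence (Ex 340/Em 450 nm) was followed for 8 min.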
HP1b binding inh – HP1-beta chromodomain-methylated histone interaction inhibition; P83916; AlphaScreen HP1-beta / biotin-H3K9me3 peptide binding; Potency, µM (highest dose often 114 µM), for the others: top-dose activity change, negative = inhibition, most hits filed as inhibitors; actives 0.56% (n = 390,000); note: potency is the fitted concentration of half-maximal effect; nearly all actives have a fitted effect of over 70% in size; inactives centre near 23
Target sequence (P83916 whole entry, looked up): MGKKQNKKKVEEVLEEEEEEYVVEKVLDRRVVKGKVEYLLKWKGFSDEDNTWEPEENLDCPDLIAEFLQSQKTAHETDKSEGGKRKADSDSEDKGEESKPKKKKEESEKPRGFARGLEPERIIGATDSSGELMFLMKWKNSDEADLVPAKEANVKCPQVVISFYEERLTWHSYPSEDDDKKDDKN
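Compound inhibition of the preformed complex between 50 nM HP1-beta and 50 nM biotinylated H3K9me3 peptide was read by AlphaScreen. Buffer was PBS pH 7.4 with 0.01% Tween-20. Incubations ran 30 min at room temperature, with 10 ug/mL donor/acceptor beads.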
USP1-UAF1 inh – blocks the human USP1/UAF1 deubiquitinase complex; Potency, µM (top dose mostly 57.1 µM), for the others: at the top dose activity change, negative = inhibition, hits mostly inhibitors; actives 0.23% (n = 390,000); recombinant USP1/UAF1, Ub-Rhodamine cleavage fluorescence; AID 743255; note: potency is the fitted concentration of half-maximal effect; % is set by controls: 0 for no effect and ±100 for the full control effect; nearly all actives have a fitted effect of over 60% in size; inactives centre near -12
Target sequence (O94782 whole entry, looked up): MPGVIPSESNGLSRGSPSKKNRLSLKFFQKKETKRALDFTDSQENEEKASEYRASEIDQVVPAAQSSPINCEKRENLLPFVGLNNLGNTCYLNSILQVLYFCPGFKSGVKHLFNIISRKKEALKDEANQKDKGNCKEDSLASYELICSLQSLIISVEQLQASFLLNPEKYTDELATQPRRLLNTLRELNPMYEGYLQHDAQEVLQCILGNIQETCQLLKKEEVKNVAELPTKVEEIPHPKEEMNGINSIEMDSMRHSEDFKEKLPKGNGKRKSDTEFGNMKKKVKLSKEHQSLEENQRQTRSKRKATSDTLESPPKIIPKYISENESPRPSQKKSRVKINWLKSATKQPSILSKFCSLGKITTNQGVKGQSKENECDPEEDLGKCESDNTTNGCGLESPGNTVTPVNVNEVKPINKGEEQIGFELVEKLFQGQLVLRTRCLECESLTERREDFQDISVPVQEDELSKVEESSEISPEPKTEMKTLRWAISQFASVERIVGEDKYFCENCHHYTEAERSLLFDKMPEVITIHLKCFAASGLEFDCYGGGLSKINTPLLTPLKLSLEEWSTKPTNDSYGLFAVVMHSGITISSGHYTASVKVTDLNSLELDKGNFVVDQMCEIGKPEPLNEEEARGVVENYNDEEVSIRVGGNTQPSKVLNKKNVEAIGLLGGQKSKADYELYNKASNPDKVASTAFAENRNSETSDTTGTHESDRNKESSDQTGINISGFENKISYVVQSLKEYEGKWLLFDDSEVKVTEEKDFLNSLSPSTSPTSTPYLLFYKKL
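USP1/UAF1 complex at 1 nM was preincubated with compound for 15 min at room temperature, then Ub-Rho substrate (150nM final) was added. Fluorescence (480/540 nm) was read kinetically, 6 reads every 60 seconds.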
* hit, by the source's call; i = inactive; ? = inconclusive; · = no result given; [ ] = dose if it differs, or a comment. Unless noted, calls come from the whole dose curve; as a rule, active = well fitted curve in the direction sought with a large enough effect; inconclusive = small, poorly fitted or top-dose-only effect, or another doubt; inactive = no such curve, though single readings can be large; an effect the other way counts as inactive or inconclusive. An excerpt, so the mix of outcomes need not match the whole.

SMILES | GLS inhibitor | Pin1 inh | IDH1 R132H inh | TrxR1 substrate | PI4K2A inh | Tb PGK inh | TrxR1 inh | HP1b binding inh | USP1-UAF1 inh
O=C1C2C3C=CC(C4CC34)C2C(=O)N1c1cc(Cl)ccn1 (configuration not stated) | 6% | -5% | 2% | -20%[57.1 µM] | 2 | i | 8%[57.1 µM] | 21% | -5%
CC1(C)Oc2ccc(C(=O)Nc3ccccc3)cc2N(CC#N)C1=O | -3% | 4% | -8% | 4% | 5 | 5% | 22% | 26% | -16%
CCOC(=O)Cc1nnc(NC(=O)C(CC)Sc2nc(C)cc(=O)[nH]2)s1 (configuration not stated) | -1% | -6% | 17% | 4% | -2 | -2% | 16% | -18% | -13%
Cc1cc(C)cc(NC(=O)Nc2ccc(S(=O)(=O)Nc3cc(C)on3)cc2)c1 | 1% | 0% | -6% | -3% | -2 | -9% | 16% | 33% | -14%
O=C(O)c1cc2[nH]c3c(c2cc1Cl)CCCC3 | 33%[activator] | -7% | -11% | 26% | -1 | 6% | 8% | 10% | -19%
COc1ccccc1C(=O)OCC#CCSc1nnc(-c2cccc3ccccc23)o1 | 11% | 18% | · | 21%[57.1 µM] | -5 | -1% | 36%[activator][57.1 µM] | 65%[activator] | ·
COc1ccc(CC(=O)NNC(=O)[C@@H]2CCCC[C@@H]2C(=O)O)cc1 | -2% | 2% | -11% | -1% | -1 | -8% | 21% | 28% | -13%
CC(=O)N(Cc1cccs1)C1CCOC(C)(C)C1 (configuration not stated) | 5% | -1% | 4% | 8%[57.1 µM] | 2 | -12% | 6%[57.1 µM] | 27% | -24%
NC(=O)C1CCN(C(=O)CCC(=O)c2ccc(Br)cc2)CC1 | -13% | 7% | 1% | 12%[57.1 µM] | 5 | 0% | 11%[57.1 µM] | 34% | -23%
O=C(Nc1c2c(nn1-c1ccc(Cl)cc1)CS(=O)(=O)C2)C1CC1 | -6% | -5% | 8% | 4% | 8 | 0% | 5% | 16% | -8%
Cn1c(Cl)cnc1C(O)(c1ccccc1)c1ccccc1 | ? | -2% | -4% | -3% | -1 | -17% | 24% | 28% | -14%
CCC(C)(C)NC(=O)CN(C(=O)CCC(=O)Nc1ccccn1)c1ccc2c(c1)OCO2 | 11% | -2% | -14% | 5% | -5 | -1% | 31% | -23% | -7%
Cc1ccc2nc(-c3ccccn3)cc(C(=O)NC(C)C(C)(C)C)c2c1 (configuration not stated) | -4% | 5% | -3% | 9%[57.1 µM] | -3 | -2% | 18%[57.1 µM] | 48%[activator] | -11%
C#CCOCCOCCOCCNc1nc(N2CCN(C(=O)CCCCCCCCCCNC(=O)[C@H](CCCCN)n3cc(C[C@@H](C)CC)nn3)CC2)nc(N2CCN(C(=O)CCCCCCCCCCNC(=O)[C@H](CCCCN)n3cc(C[C@@H](C)CC)nn3)CC2)n1 | ? | ? | 2%[38.3 µM] | -5% | -3 | -1% | ? | 71µM* | ?
Cc1ccc(C(=O)COC(=O)c2cccc(N3C(=O)c4c(C)nc5ccccc5c4C3=O)c2)cc1C | 4% | -1% | 1% | 4%[57.1 µM] | -6 | -12% | 6%[57.1 µM] | -7% | 3%
Cc1ccc(O)c(C(CC(=O)NC2CCCCC2)c2ccccc2)c1 (configuration not stated) | 21% | 1% | 4% | -4%[57.1 µM] | -2 | -11% | -3%[57.1 µM] | -4% | -18%
COc1cccc(/C=N/NC(=O)c2ccc([N+](=O)[O-])cc2Cl)c1O | 7% | -1% | 3% | -6% | 2 | i | -4% | 11% | -6%
Nc1nnc(CSc2ccc(Cl)cc2)s1 | 1% | 3% | 0% | -1% | -4 | -3% | -2% | 10% | -2%
O=S(=O)(Nc1ccc(-c2ccc3nncn3n2)cc1)c1cccs1 | -1% | 2% | -1% | -8%[57.1 µM] | -5 | -5% | -11%[57.1 µM] | -8% | -19%
C=CCn1c(NCc2ccccc2O)nc2ccccc21 | -17% | 0% | 5% | -4%[57.1 µM] | 1 | -3% | -1%[57.1 µM] | 22% | -11%
O=C(Nc1ccc2c(c1)OCCO2)C1CCN(S(=O)(=O)c2ccccc2)CC1 | 6% | -3% | 0% | -1% | -5 | 3% | 3% | -1% | -2%
O=C(N/N=C/c1ccccc1C(F)(F)F)c1ccc(O)cc1 | 3% | 0% | -1% | 0%[57.1 µM] | 1 | 4% | 0%[57.1 µM] | 21% | -24%
CCN(CC)S(=O)(=O)c1cccc(-c2nnc(SC(C)C(=O)NCCC3=CCCCC3)o2)c1 (configuration not stated) | -3% | 2% | 0% | -15% | 2 | -3% | -3% | 13% | -14%
Cc1cccc(N2CCN(C(=O)c3ccncc3)CC2)c1C | 2% | 0% | -3% | 6%[57.1 µM] | 0 | -4% | -11%[57.1 µM] | 36%[activator] | -19%

Some values from the list:
Nc1nnc(CSc2ccc(Cl)cc2)s1 – IDH1 R132H inh: 0%
O=C(Nc1ccc2c(c1)OCCO2)C1CCN(S(=O)(=O)c2ccccc2)CC1 – HP1b binding inh: -1%

Other results
SMILES | GLS inhibitor | Pin1 inh | IDH1 R132H inh | TrxR1 substrate | PI4K2A inh | Tb PGK inh | TrxR1 inh | HP1b binding inh | USP1-UAF1 inh
CS(=O)(=O)N(CC(=O)NC1CCCCC1)c1cccc(Cl)c1 | -6% | 0% | 7% | 0% | -15 | -1% | 10% | 7% | -20%
COc1ccc2[nH]c(C(=O)O)c(CCNC(=O)/C=C/c3ccc(O)c(OC)c3)c2c1 | 2% | 4% | -10% | -2% | 0 | -1% | -19% | 25% | -13%
CN(C)C(CNC(=O)c1cccc(NS(=O)(=O)c2ccc(Br)cc2)c1)c1ccco1 (configuration not stated) | 8% | -2% | 2% | 0% | -2 | 7% | -15% | 10% | -6%
CCOC(=O)CC1COc2ccccc2N1C(=O)c1ccc(C)cc1 (configuration not stated) | 10% | -6% | 14% | -3% | -3 | i | 14% | 14% | -5%
Cc1c(C(=O)N/N=C/c2ccc(O)cc2)sc(=S)n1C | 1% | 7% | 2% | 12% | -5 | 2% | 12% | 12% | -18%
Cc1ccc(NC(=O)c2ccc3nc[nH]c3c2)cc1C | -4% | 7% | 4% | -15% | -1 | -12% | -11% | 21% | -8%
O=C(CN1CCN(Cc2ccccc2)CC1)N/N=C/C=C/c1ccccc1[N+](=O)[O-] | -8% | -1% | 10% | -12% | 3 | -8% | -16% | 6% | -18%
COc1ccc(NC(=O)c2sc3nc(N4CCOCC4)c4c(c3c2N)CCCC4)c(OC)c1 | -5% | -1% | -9% | 17% | -23 | -9% | 37%[activator] | 43%[activator] | -28%
COc1ccc(NC(=O)CSC2=C(C#N)C(c3ccco3)C(C(=O)Nc3nc4ccccc4s3)=C(C)N2)cc1 (configuration not stated) | 0% | 45%[activator] | -2% | 104%[activator] | 3 | i | 45%[activator] | 44%[activator] | -27%
N#CC1=C(N)OC2=C(C(=O)CCC2)C1C1C=CCCC1 (configuration not stated) | 18% | -10% | 0% | 1%[57.1 µM] | 2 | -1% | 2%[57.1 µM] | 4% | -4%
C/C(=N\NC(=O)CN(c1ccc(Oc2ccccc2)cc1)S(C)(=O)=O)C(C)(C)C | 3% | -3% | 6% | -6% | 4 | · | 31% | 25% | -12%
COc1ccc(-c2noc(C(C)NS(=O)(=O)c3ccc(NC(C)=O)cc3)n2)cc1 (configuration not stated) | 2% | -3% | 4% | -1% | -1 | -8% | 17% | 16% | -7%
Cc1ccc(S(=O)(=O)N2CCN(CC(=O)N3CCOCC3)CC2)cc1 | 0% | -8% | -5% | 2% | -1 | -1% | 11% | 34% | -19%
O=C(COC(=O)C12CC3CC(CC(Cl)(C3)C1)C2)N1CCCCC1 | 0% | -2% | -12% | -8% | -6 | -1% | -14% | -20% | -5%
CC(C)(C)OC(=O)NCCCCCc1cn(CC(=O)NCCCCCCCCCCC(=O)N2CCN(C(=O)OC(C)(C)C)CC2)nn1 | 3% | 11% | -4% | -5% | -7 | 4% | -6%[57.1 µM] | 49%[activator] | 26%
N#Cc1ccccc1NC(=S)NC(=O)c1cccnc1 | ? | -5% | 6% | 10%[57.1 µM] | 18 | 4% | 3.5µM* | -8% | -16%
Cc1nc2cc(C(=O)NC3CCCCCC3)ccc2n1-c1ccc(Br)cc1 | -10% | 1% | 5% | -9%[57.1 µM] | 1 | -3% | -5%[57.1 µM] | 18% | -15%
Cc1ccc(-c2nnc(NC(=O)Cc3ccc(F)cc3)o2)c(C)c1 | -7% | -2% | -4% | 0% | 5 | 5% | 18% | 5%[57 µM] | -22%
Cc1ccccc1CN1CCC(CNc2ncnc3onc(-c4ccc(F)cc4)c23)CC1 | 2% | 5% | -6% | -6% | -1 | 1% | 12% | 26% | -15%
CCOc1ccccc1NC(=O)Cn1nnc(C(=O)NCc2ccc3c(c2)OCO3)c1N | -8% | ? | -6% | -2% | -7 | -5% | 20% | 5%[57 µM] | -14%
CC(C)CCN1CC(O)=C(c2nc3ccccc3[nH]2)C1=N | -1% | -2% | 7% | 3% | 2 | -1% | 19% | 23% | -17%
CCc1noc(C)c1C(=O)NNC(=O)COc1ccc(Br)cc1 | 1% | -10% | -3% | -5% | 0 | -5% | 8%[57.1 µM] | 19% | -13%

Screening results (PubChem)
